FID counter: counter-screen for HCV NS3 helicase inhibitors: DNA intercalator displacement. actives 0.17% (n = 290,000). DNA fluorescent intercalator displacement, fluorescence. AID 1845. inhibition, % at 7.9 µM; in the data active = inhibition above about 37%;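 note: 0% = vehicle and 100% = reference compound; higher means more ethidium bromide displaced from hairpin DNA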
GPR7 antag: blocks human GPR7 receptor signaling; inhibition, % at 4.4 µM; GPR7-expressing cells, fluorescence antagonist assay; actives 1.1% (n = 290,000); AID 1861; P48145; in the data active = inhibition above about 16%, passing the limit was not always enough;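 note: cells stimulated with the agonist NPW; 0% = agonist with vehicle and 100% = vehicle without agonist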
Target sequence (P48145 whole entry, looked up): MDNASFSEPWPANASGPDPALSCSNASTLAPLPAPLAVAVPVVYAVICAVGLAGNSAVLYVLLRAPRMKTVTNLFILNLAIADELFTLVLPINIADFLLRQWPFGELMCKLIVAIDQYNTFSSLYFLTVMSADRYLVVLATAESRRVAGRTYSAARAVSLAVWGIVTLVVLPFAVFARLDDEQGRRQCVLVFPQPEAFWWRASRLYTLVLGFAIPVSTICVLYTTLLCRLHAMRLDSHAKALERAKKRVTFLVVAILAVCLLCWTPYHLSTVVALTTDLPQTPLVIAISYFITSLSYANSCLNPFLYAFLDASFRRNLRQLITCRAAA
NS3 helicase inh: HCV NS3 helicase inhibition. NS3 helicase DNA unwinding, Cy5 molecular beacon fluorescence. inhibition, % at 10.9 µM. actives 0.56% (n = 290,000). AID 1800;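 active = inhibition above the mean of all tested compounds plus 3 SD, set per campaign, cut at about 35% in these data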;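 note: 0% = DMSO wells and 100% = thioflavine S control wells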
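test system = hepatitis C virus NS3 helicase domain fragment enzyme | reagent = annealed dual-labelled DNA beacon duplex, ATP-started | times = 1 h at 25 °C | detection = Cy5 fluorescence, 0 and 60 min reads | read-out basis = percent inhibition from t60/t0 fluorescence ratio | control set = DMSO and thioflavine S | replication = one well per compound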
GalR3 antagonist: antagonists of human GalR3; O60755; HEK293 GalR3-CNG cAMP membrane potential fluorescence; galR3 body fused to GalR1 C-terminus; inhibition, % at 3 µM; actives 0.44% (n = 360,000);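 active = inhibition above the screen-wide average plus 3 SD, cut at about 13% in these data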;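 note: forskolin and galanin both at EC90 stimulate the cells; cAMP rise reported by CNG channel membrane potential dye signal; 0% = forskolin plus galanin with DMSO and 100% = forskolin alone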
Target sequence (O60755 1-299 limits assumed): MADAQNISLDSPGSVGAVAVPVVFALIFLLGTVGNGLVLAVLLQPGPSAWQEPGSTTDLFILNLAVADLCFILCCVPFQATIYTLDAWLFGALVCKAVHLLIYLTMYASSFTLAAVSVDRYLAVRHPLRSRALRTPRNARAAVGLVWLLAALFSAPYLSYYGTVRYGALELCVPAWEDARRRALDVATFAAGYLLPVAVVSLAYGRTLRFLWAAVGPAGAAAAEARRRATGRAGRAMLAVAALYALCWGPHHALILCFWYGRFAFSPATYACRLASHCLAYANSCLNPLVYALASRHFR
IMP-1 inhibitor: blocks Pseudomonas aeruginosa IMP-1 metallo-beta-lactamase; purified IMP-1, nitrocefin hydrolysis, epi-absorbance fluorescence; AID 1556; inhibition, % at 5.6 µM; actives 0.45% (n = 290,000);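 active = inhibition above the mean plus 3 SD of all compounds in the same screening run, cut at about 4.5% in these data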;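 note: 0% = IMP-1 with DMSO and 100% = DMSO wells lacking enzyme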
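Test system: recombinant IMP-1 enzyme, purified / Medium: HEPES buffer pH 7.1 with ZnSO4 and Brij 35 / Doses: single dose, 5.6 µM / Times: 25 °C, 15 min preincubation, 25 min reaction / Detection: Epi-absorbance via hydrolysed-nitrocefin quenching of white-plate fluorescence, 480/530 nm, EDTA stop / Evaluation: percent inhibition from optical density relative to buffer-blank wells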
PHOSPHO1 inh: blocks human PHOSPHO1 phosphatase activity. actives 1.1% (n = 290,000). inhibition, % at 13.3 µM. recombinant PHOSPHO1, absorbance phosphatase assay. Q8TCT1. AID 1565; in the data active = inhibition above about 60%
V1R ag counter: counter-screen for oxytocin receptor agonists: human V1a receptor agonists; P37288; CHO-V1R cells, Fluo-8 calcium fluorescence, agonist mode; 0% DMSO, 100% 3 nM vasopressin; activation, % at 3 µM; actives 0.25% (n = 320,000); AID 2797;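 active = activation above the mean activation of all tested compounds plus 3 SD, per screening run, cut at about 20% in these data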;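 note: signal is peak over basal fluorescence ratio across a 100 second FLIPR read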
Target sequence (P37288 whole entry, looked up): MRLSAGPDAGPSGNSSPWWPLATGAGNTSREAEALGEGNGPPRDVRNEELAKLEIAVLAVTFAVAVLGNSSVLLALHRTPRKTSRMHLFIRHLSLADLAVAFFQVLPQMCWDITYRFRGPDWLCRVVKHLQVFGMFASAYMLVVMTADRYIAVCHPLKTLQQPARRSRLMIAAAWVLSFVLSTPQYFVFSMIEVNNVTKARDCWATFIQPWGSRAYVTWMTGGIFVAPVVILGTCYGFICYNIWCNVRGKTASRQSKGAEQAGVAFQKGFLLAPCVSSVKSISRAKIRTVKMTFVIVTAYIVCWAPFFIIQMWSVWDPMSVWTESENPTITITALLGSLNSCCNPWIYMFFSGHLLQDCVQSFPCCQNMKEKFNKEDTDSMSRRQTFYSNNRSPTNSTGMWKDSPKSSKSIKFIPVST
VIM-2 inhibitor: blocks Pseudomonas aeruginosa VIM-2 metallo-beta-lactamase | purified VIM-2, nitrocefin hydrolysis, epi-absorbance fluorescence | inhibition, % at 5.6 µM | actives 0.89% (n = 290,000) | AID 1527;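 active = inhibition above the mean of all tested compounds plus 3 SD, cutoff set per screening run, cut at about 7.5% in these data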;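 note: red hydrolysis product quenches plate fluorescence so inhibitors raise well fluorescence; 0% = enzyme with DMSO and 100% = DMSO without enzyme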
OXTR ag: agonists of human oxytocin receptor | P30559 | CHO-OTR cells, Fluo-8 calcium fluorescence; normalized: DMSO 0%, oxytocin 100% | activation, % at 3 µM | actives 0.32% (n = 320,000) | AID 2435;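 active = activation above the mean of all tested compounds plus 3 SD, cutoff set per screening run, cut at about 20% in these data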;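 note: peak over basal fluorescence ratio from a 100 s FLIPR kinetic read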
The depositor's hits bear a star; . = not tested or not shown.

SMILES | FID counter | GPR7 antag | NS3 helicase inh | GalR3 antagonist | IMP-1 inhibitor | PHOSPHO1 inh | V1R ag counter | VIM-2 inhibitor | OXTR ag
CC(C)(C)N(Cc1ccccc1)C(=O)CSc1nc2ccccc2c(=O)[nH]1 | -14.7 | -0.9 | 2.7 | 2.0 | -2.7 | -43.0 | -0.5 | -2.5 | -0.9
CCOc1ccc(C(C(=O)NCC2CCCO2)N(C(=O)c2snc(C(N)=O)c2N)c2cccc(F)c2)cc1 (stereo unspecified) | -40.2 | -0.7 | -11.4 | -5.0 | -3.7 | -2.8 | 7.4 | -3.5 | 2.6
CC1CN(C(=O)CS(=O)(=O)Cc2ccc(Cl)cc2)CC(C)O1 (stereo unspecified) | -8.0 | 1.0 | 12.7 | -1.4 | -1.2 | -0.3 | 1.4 | 0.3 | -0.6
COc1ccccc1-n1cc(C(=O)NCC(=O)N2CCN(c3ccccc3)CC2)c2ccccc2c1=O | -35.9 | 6.6 | 3.3 | -1.4 | -2.6 | 63.0* | 0.0 | -2.3 | -0.6
Cc1cccc(Nc2ncc3c(n2)CC(c2ccco2)CC3=O)c1 (stereo unspecified) | -8.0 | -5.0 | 3.4 | -4.0 | 0.1 | 14.0 | -0.9 | -2.3 | -2.7
CC1CC(C)(C)CC2(C1)NC(=S)N(c1ccccc1)N2 (stereo unspecified) | -4.0 | -7.8 | -0.5 | 1.9 | -2.1 | 97.9* | 0.8 | -5.4 | -0.2
Cc1n[nH]c(C)c1N1C(=O)c2cccc3c(N4CCCCCC4)ccc(c23)C1=O | -40.8 | 51.6* | -17.5 | -3.7 | 16.2* | 18.1 | 150.5* | 20.2* | 146.1*
C=CCNC(=O)c1ccc(C)c(Br)c1 | 4.1 | -5.3 | -1.5 | -0.5 | -2.6 | 14.0 | -1.4 | -1.7 | -1.9
COc1ccc(NC(=S)N2CCC(C(O)(c3ccccc3)c3ccccc3)CC2)cc1 | 0.0 | 2.0 | -13.5 | -3.7 | -6.4 | -11.9 | 0.1 | -7.9 | -0.6
COc1cc(CSC)nc(-c2ccccc2)n1 | 7.1 | -12.4 | -2.9 | -3.0 | -4.9 | 12.4 | -0.8 | -2.4 | -1.0
O=C(CNC(=O)c1ccccc1)OCc1ccc([N+](=O)[O-])cc1 | -2.0 | 5.4 | 3.6 | -4.1 | 0.0 | -9.7 | -0.9 | -1.1 | -2.1
CCOCCn1c(N2CCN(c3ccc(OC)cc3)CC2)nc2c1c(=O)[nH]c(=O)n2C | -11.2 | -11.0 | -4.2 | -2.0 | -6.0 | -55.7 | 0.3 | -3.0 | 0.6
CCCC(C(=O)NC(C)(C)C)N(Cc1ccccc1Cl)C(=O)c1snc(C(N)=O)c1N (stereo unspecified) | -28.9 | -17.6 | -8.2 | -6.9 | -3.9 | 40.8 | -1.3 | -1.4 | -1.1
Cc1cc(=O)[nH]c2c1c(C)nn2C1CCCCC1 | -3.8 | -5.3 | -6.3 | 2.4 | -3.6 | 1.0 | -0.2 | 0.6 | -0.5
CCc1c(C(=O)NCc2cnn(C)c2)csc1C | 0.1 | -7.5 | -1.9 | -6.0 | -2.4 | 5.3 | 0.9 | 0.9 | 0.2
COc1ccccc1CNC(=O)C1CCN(S(=O)(=O)N2CCCCC2)CC1 | -23.2 | 2.8 | 13.0 | -5.4 | 0.1 | 0.1 | 1.8 | 1.3 | 1.1
COc1cccc(/C(O)=C2\C(=O)C(=O)N(c3ccccn3)C2c2cccc(OC)c2OC)c1 (stereo unspecified) | -21.3 | 1.3 | 13.5 | -5.1 | 0.0 | 41.9 | 0.3 | 1.8 | -1.0
OCCSc1nc(N2CCOCC2)nc(N2CCOCC2)n1 | -3.1 | -11.9 | 3.4 | -5.8 | -1.9 | -6.7 | -0.8 | -1.4 | 0.3
COc1ccc(F)cc1C(=O)C1CCCN(Cc2cccn2-c2cccnc2)C1 (stereo unspecified) | 1.6 | -13.1 | -14.9 | -4.1 | -1.5 | 1.2 | -1.0 | -3.3 | 0.1
C/C(=N\NC(=O)Cc1csc(N2CCOCC2)n1)c1ccc(Cl)c(Cl)c1 | -7.8 | -10.0 | -2.5 | 8.9 | -3.8 | -26.9 | 4.9 | -0.2 | 4.6
COc1ccc(-c2csc(-c3cccs3)n2)cc1OC | -11.5 | -7.2 | -5.8 | 14.8* | -3.0 | 8.2 | -0.8 | -1.1 | -0.6
CCc1ccccc1NC(=O)COc1ccc(N2CC(C(N)=O)CC2=O)cc1 (stereo unspecified) | -7.4 | -11.1 | 1.9 | -6.7 | -2.7 | 26.9 | 0.4 | -1.9 | 0.9
COCCNC(=O)C(=O)N/N=C(\C)CC(=O)Nc1ccc(Cl)cc1Cl | -7.4 | -11.0 | -3.7 | 3.7 | -3.5 | -9.7 | 0.7 | -2.0 | -1.8
Nn1c(=S)[nH]nc(Cc2ccc(O)cc2)c1=O | -4.6 | -3.5 | 1.5 | 0.4 | -2.0 | 6.9 | 0.2 | -1.1 | -0.8
CCOC(=O)c1ccc(CNC(=O)Cn2nnc(-c3ccc(C)cc3)n2)o1 | -1.1 | 2.4 | 12.2 | -3.0 | -0.7 | 20.9 | 0.2 | -2.1 | -2.8
Cc1ccc2c(c1)c1c(n2CC(O)Cn2c(C)nc3ccccc32)C(=O)CCC1 (stereo unspecified) | -6.6 | -6.3 | -5.0 | -4.4 | -2.4 | 18.2 | 3.7 | -2.4 | -0.5
O=C(Cn1c(-c2ccccc2)c[n+]2ccsc12)c1ccc(Br)cc1 | 6.9 | -8.7 | -50.3 | 1.9 | -1.0 | 37.3 | -0.3 | -1.9 | 0.0
Cc1ccc(NC(=O)CCN2C(=O)CSC2=O)c(C)c1 | -3.5 | -18.0 | -1.9 | 0.5 | -2.3 | 3.4 | 0.7 | -4.0 | 0.1
C=CCn1c(O)c(C2=c3ccccc3=NC2=O)c2ccccc21 | 8.2 | 38.2* | 10.5 | -2.9 | -5.3 | 39.1 | 5.0 | -0.3 | 4.3
COC(=O)CCN(C1CCCCC1)S(=O)(=O)c1ccc(S(=O)(=O)NC2CCCCC2)cc1 | -38.9 | 39.9* | 1.6 | -1.7 | -2.9 | -13.5 | -0.1 | -3.2 | -0.5
CCC(CC)NCc1ccc(OC)cc1OC | -2.6 | 0.8 | -8.2 | -5.2 | -8.6 | 23.4 | 0.6 | -5.6 | 0.5
O=[N+]([O-])c1cc(S(=O)(=O)NCCCN2CCOCC2)ccc1Cl | 8.5 | 1.7 | -4.6 | -11.2 | -2.3 | 4.1 | 1.6 | -2.4 | 0.2
O=C(/C=C/c1ccc(Cl)c(Cl)c1)n1cccn1 | 5.6 | 5.0 | 11.5 | -4.8 | -3.2 | 44.7 | 0.0 | -1.7 | -1.0
COc1ccc(-c2cc(=Nc3c(C)n(C)n(-c4ccccc4)c3=O)c3ccccc3o2)cc1 | -19.3 | 0.5 | 0.4 | -3.1 | -2.3 | 2.2 | -0.6 | 1.2 | -1.6
CCc1ccccc1NC(=O)c1ccc(-n2c(C)ccc2C)cc1 | -11.1 | 5.0 | 15.1 | -5.9 | -2.3 | 34.3 | -0.8 | -1.2 | 0.3
Cc1sc(NC(=O)c2ccco2)c(C(c2cccnc2)N2CCN(c3ccc(F)cc3)CC2)c1C (stereo unspecified) | -11.2 | 18.9 | -17.5 | . | -2.2 | 34.3 | 0.1 | -1.3 | -1.1
Cc1cc(Br)ccc1SCC(=O)OCC(=O)Nc1ncc(C(F)(F)F)cc1Cl | -6.9 | 4.7 | 7.9 | -3.9 | -1.1 | -15.9 | 2.3 | 3.4 | -0.6
CN(C)C(=O)N1CCC(C(=O)NCc2ccc3c(c2)OCO3)CC1 | -4.3 | -6.3 | -10.5 | -1.4 | -3.6 | -0.3 | -0.6 | -0.5 | 0.9
CCC1Sc2ccc(S(=O)(=O)CCC(=O)NCc3ccco3)cc2NC1=O (stereo unspecified) | -26.7 | 1.2 | 0.2 | -4.9 | -2.1 | 35.5 | 2.3 | -4.2 | 1.8
COc1ccc(NC(=O)c2cccc(S(=O)(=O)N3CCN(C)CC3)c2)c(OC)c1 | 4.7 | -12.6 | -9.1 | -7.6 | -2.7 | 23.7 | -0.4 | -3.8 | 0.2
CCN1CCCC1Cn1cnc2c([nH]c3cccc(Cl)c32)c1=O (stereo unspecified) | 17.2 | 5.8 | -14.9 | -0.9 | 1.6 | 7.5 | -0.5 | 8.2* | 0.0
COc1c2c(nc3ccccc13)OC(C(C)(O)COC(C)=O)C2 (stereo unspecified) | -2.2 | -5.3 | 1.8 | -0.2 | -3.6 | -33.7 | -0.4 | -1.5 | -0.7
COC(=O)COc1ccccc1C(N)=O | 2.5 | -13.8 | 3.1 | -4.8 | -3.2 | 6.3 | 1.6 | -5.3 | 0.6
C=CCn1c(NCCO)nc2c1c(=O)n(C)c(=O)n2C | -1.6 | -12.3 | -4.4 | -11.9 | -5.2 | -23.4 | 1.4 | -3.1 | 0.8
CC(CN1CCN(Cc2ccccc2)CC1)c1ccccc1 (stereo unspecified) | -0.3 | -8.5 | 5.5 | -5.0 | -4.7 | 49.6 | -0.7 | 0.1 | 1.4
COc1ccc(C2/C(=C(\O)c3ccc4c(c3)CC(C)O4)C(=O)C(=O)N2Cc2cccnc2)c(OC)c1 (stereo unspecified) | -51.5 | -11.7 | 12.5 | -1.0 | -0.8 | 8.2 | 0.2 | 1.1 | -0.8
Cc1[nH]ccc(=O)c1OCc1c(F)cccc1Cl | -3.3 | 0.6 | 4.6 | -2.4 | -1.9 | 24.5 | 0.8 | -0.6 | 0.5
Cc1ccc(OCc2nc3c4c(ncn3n2)-c2ccccc2CC42CCCC2)cc1 | -0.8 | -0.5 | -4.2 | -1.6 | -0.9 | -5.1 | 0.4 | -0.2 | -0.6
CN(C)C(=O)CSc1nnc(Cc2ccccc2)n1CC1CCCO1 (stereo unspecified) | -8.8 | 1.1 | 2.9 | -3.5 | 0.0 | 4.5 | 0.8 | -1.6 | -0.7

Of the compounds above, these contain a furan ring, fused or not:
SMILES | FID counter | GPR7 antag | NS3 helicase inh | GalR3 antagonist | IMP-1 inhibitor | PHOSPHO1 inh | V1R ag counter | VIM-2 inhibitor | OXTR ag
Cc1cccc(Nc2ncc3c(n2)CC(c2ccco2)CC3=O)c1 (stereo unspecified) | -8.0 | -5.0 | 3.4 | -4.0 | 0.1 | 14.0 | -0.9 | -2.3 | -2.7
CCOC(=O)c1ccc(CNC(=O)Cn2nnc(-c3ccc(C)cc3)n2)o1 | -1.1 | 2.4 | 12.2 | -3.0 | -0.7 | 20.9 | 0.2 | -2.1 | -2.8
Cc1sc(NC(=O)c2ccco2)c(C(c2cccnc2)N2CCN(c3ccc(F)cc3)CC2)c1C (stereo unspecified) | -11.2 | 18.9 | -17.5 | . | -2.2 | 34.3 | 0.1 | -1.3 | -1.1
CCC1Sc2ccc(S(=O)(=O)CCC(=O)NCc3ccco3)cc2NC1=O (stereo unspecified) | -26.7 | 1.2 | 0.2 | -4.9 | -2.1 | 35.5 | 2.3 | -4.2 | 1.8

Screening data deposited in PubChem BioAssay by several laboratories.
